# TWEAK-Fn14 inh: TWEAK-Fn14 signaling inhibition; hit rate 2% among 360,000; inhibition, % at 10 µM; TWEAK-stimulated Fn14 reporter cells, luciferase luminescence, 8 h; in the data active = inhibition above about 50%
# NCOA1 inh: inhibitors of human steroid receptor coactivator 1 (SRC1) | HEK293 GAL4-SRC1 luciferase reporter, luminescence | inhibition, % at 3.6 µM | AID 588354 | hit rate 0.12% among 360,000;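 active = inhibition above the campaign mean plus 3 SD, with each screening campaign given its own cutoff, cut at about 60% in these data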;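 note: 0% = DMSO treated cells and 100% = gossypol at 36 µM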
# LMP1 NFkB inh: inhibitors of Epstein-Barr LMP1-induced NF-kappaB reporter; inhibition, % at 12.5 µM; hit rate 0.69% among 350,000; AID 504558; LMP1-induced NF-kappaB luciferase reporter cells, luminescence; in the data active = inhibition above about 41%;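 note: 0% = neutral control wells and 100% = reference inhibitor control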
# TROY signal inh: blocks TROY-dependent signaling in reporter cells | Q293 LMP1-TROYcd NF-kB luciferase reporter, 4 h | inhibition, % at 10 µM | hit rate 0.98% among 360,000 | AID 1347056;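 active = compounds whose plate-normalised and pattern-corrected inhibition of the luciferase reporter signal at the single screening dose is 50% or more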
# SRC3 inh: inhibits human SRC3 coactivator | Q9Y6Q9 | HEK293 GAL4-SRC3 luciferase reporter, luminescence | inhibition, % at 3.6 µM | hit rate 0.17% among 360,000;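 active = inhibition above a per-campaign cutoff, the mean of all compounds plus 3 SD, cut at about 60% in these data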;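 note: 0% = DMSO-treated cells and 100% = gossypol-treated cells at 36 µM; higher means less SRC3-driven luciferase light from the GAL4 reporter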
# NR2F2 inh: NR2F2 (human) inhibition, primary screen. P24468. HEK293T NGFI-A luciferase reporter, luminescence. inhibition, % at 8.6 µM. hit rate 0.7% among 370,000. AID 686940;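 active = inhibition above a per-plate cutoff, mean inhibition of test wells between control levels plus 3 SD, cut at about 38% in these data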;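 note: cells cotransfected with COUP-TFII expression vector driving the NGFI-A reporter; 0% = median of COUP-TF2 test wells and 100% = reporter-only cells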
# C8 TRAIL sens: caspase-8 TRAIL sensitization; NB7+C8 cells + TRAIL, ATPlite viability luminescence; inhibition (viability loss, TRAIL sensitization), % at 10 µM; hit rate 1% among 360,000; AID 624354;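 active = compounds causing at least 50% loss of cell viability in the single-dose screen, relative to plate controls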
# NR5A2 inv ag: inverse agonists of human LRH-1 (NR5A2) | O00482 | HEK293T StAR-luciferase reporter, LRH-1 transfected, 24 h | inhibition, % at 3.6 µM | hit rate 0.13% among 360,000;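 active = inhibition above the mean inhibition of all tested compounds plus 3 SD, cut at about 73% in these data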;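 note: 0% = DMSO wells and 100% = reporter-only cells lacking LRH-1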
# NCOA2 inhibitor: human SRC2 (NCOA2) inhibition | Q15596 | HEK293 GAL4-SRC2 luciferase reporter, luminescence | inhibition, % at 9 µM | hit rate 0.17% among 370,000 | AID 651957;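 active = inhibition above the mean inhibition of all tested compounds plus 3 SD, set per campaign, cut at about 52% in these data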;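 note: 0% = DMSO treated cells and 100% = cells given Gossypol at 36 µM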
# Target sequence (Q15596 whole entry, looked up, the tested form may be a part): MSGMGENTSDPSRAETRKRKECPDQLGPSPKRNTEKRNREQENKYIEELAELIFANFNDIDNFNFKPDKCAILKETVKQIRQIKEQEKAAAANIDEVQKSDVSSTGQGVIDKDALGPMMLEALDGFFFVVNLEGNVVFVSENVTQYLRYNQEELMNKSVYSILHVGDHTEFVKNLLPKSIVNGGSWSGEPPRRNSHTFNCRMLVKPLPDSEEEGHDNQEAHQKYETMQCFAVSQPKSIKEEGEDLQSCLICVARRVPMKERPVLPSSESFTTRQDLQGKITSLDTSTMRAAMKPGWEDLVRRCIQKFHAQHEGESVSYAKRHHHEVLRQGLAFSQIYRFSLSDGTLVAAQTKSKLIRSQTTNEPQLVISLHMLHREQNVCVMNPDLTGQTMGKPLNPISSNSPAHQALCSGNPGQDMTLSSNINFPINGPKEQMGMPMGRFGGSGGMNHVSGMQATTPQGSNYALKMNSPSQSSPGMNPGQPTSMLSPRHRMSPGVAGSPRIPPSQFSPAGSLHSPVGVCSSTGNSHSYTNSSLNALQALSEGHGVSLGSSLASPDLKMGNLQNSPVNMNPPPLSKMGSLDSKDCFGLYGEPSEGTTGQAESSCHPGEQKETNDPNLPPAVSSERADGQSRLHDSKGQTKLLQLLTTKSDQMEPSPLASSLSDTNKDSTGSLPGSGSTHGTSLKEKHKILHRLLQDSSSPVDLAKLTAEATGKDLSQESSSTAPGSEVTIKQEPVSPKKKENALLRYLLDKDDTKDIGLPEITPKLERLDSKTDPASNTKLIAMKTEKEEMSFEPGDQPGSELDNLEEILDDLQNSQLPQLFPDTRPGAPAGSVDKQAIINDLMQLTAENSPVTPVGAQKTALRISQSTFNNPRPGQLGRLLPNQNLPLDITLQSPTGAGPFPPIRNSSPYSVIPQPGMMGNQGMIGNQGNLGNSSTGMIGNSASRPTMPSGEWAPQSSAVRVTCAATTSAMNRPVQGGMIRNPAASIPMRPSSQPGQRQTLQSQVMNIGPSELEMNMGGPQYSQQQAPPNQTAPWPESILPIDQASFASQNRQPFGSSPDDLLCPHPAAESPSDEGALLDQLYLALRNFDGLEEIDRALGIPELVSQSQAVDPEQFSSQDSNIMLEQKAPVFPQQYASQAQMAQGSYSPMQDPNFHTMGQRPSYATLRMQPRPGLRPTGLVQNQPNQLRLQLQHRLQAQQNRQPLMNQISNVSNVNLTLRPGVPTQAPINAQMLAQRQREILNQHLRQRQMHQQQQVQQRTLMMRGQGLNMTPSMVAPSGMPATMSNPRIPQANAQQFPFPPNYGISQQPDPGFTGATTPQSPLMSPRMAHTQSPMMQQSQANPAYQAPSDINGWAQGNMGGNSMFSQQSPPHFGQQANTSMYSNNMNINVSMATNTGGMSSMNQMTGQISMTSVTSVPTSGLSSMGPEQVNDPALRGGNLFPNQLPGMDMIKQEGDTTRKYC
# NOD2 RIPK2 PPI: blocks binding of human NOD2 to RIPK2. O43353. CHO BLA complementation NOD2-RIPK2, CCF4 ratio. inhibition, % at 4.98 µM. hit rate 0.38% among 360,000. AID 624267; in the data active = inhibition above about 21%;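 note: 0% = vehicle only and 100% = reference blocker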
# TLR9-MyD88 inh: inhibitors of human TLR9-MyD88 binding. Q9NR96+Q99836. CHO BLA complementation TLR9-MyD88, CCF4 FRET ratio. inhibition, % at 4.98 µM. hit rate 0.21% among 340,000. AID 504734;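 active = inhibition above the mean over all tested compounds plus 3 SD, cut at about 21% in these data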;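 note: 0% = DMSO only wells and 100% = clavulanate BLA inhibitor control wells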
# Numbers without * were called inactive; / = not tested or not shown.
SMILES,TWEAK-Fn14 inh,NCOA1 inh,LMP1 NFkB inh,TROY signal inh,SRC3 inh,NR2F2 inh,C8 TRAIL sens,NR5A2 inv ag,NCOA2 inhibitor,NOD2 RIPK2 PPI,TLR9-MyD88 inh
CCc1cc(=O)oc2c(C)c(OCC(=O)N3CC[C@@]4(O)CCCC[C@H]4C3)ccc12,-4,0,-3,3,-5,12,-8,21,11,-13,5
O=C(N/C(=C/c1cccs1)C(=O)N1CCCC1)c1ccccc1,5,10,-5,6,0,4,-4,3,4,4,4
O=C(NCCCN1CCOCC1)C1CCN(S(=O)(=O)c2cccc(C(F)(F)F)c2)CC1,2,-21,-2,2,3,-14,0,13,2,-15,2
Cc1ccccc1-c1cccc(CN2CCN(C)C(CCO)C2)c1 (stereo unspecified),-8,6,-1,-21,-3,-2,-16,13,-26,-6,2
CCOC(=O)c1nnn(-c2ccc(OC)cc2)c1N,4,-2,-4,-12,10,-5,13,-1,19,-10,3
O=C(O)/C(=C\c1ccco1)NC(=O)c1ccco1,5,6,-29,17,10,-4,6,13,17,-10,13
Cc1c(OCC(=O)NCCCN2CCOCC2)ccc2c1oc(=O)c1ccccc12,-10,-9,1,-18,4,-14,1,6,-27,-11,5
O=C(CN1CCC(n2nnc3cc(F)ccc32)CC1)NC1CCCCC1,-8,-27,8,10,-2,3,17,0,-4,10,-2
O=c1nc(Nc2ccccc2)sc2ccc([N+](=O)[O-])cc12,-16,0,0,-20,1,14,12,13,9,2,7
Cc1ccc(OCC(=O)NCCCNC(=O)c2cnccn2)cc1C,31,2,-4,-10,3,-7,-11,2,-42,3,-4
CN1CCN(Cc2oc(CO)cc(=O)c2O)CC1,14,-10,8,-9,-2,13,-3,-7,-24,3,-5
Cc1ccc(NC(=O)CCS(=O)(=O)c2ccc(Br)s2)cc1,12,-2,-2,-18,-7,2,-5,3,7,-2,-8
Cc1ccc(CS(=O)Cc2ccc(C(=O)N3CCN(c4ccccn4)CC3)o2)cc1 (stereo unspecified),9,10,0,1,9,19,-1,3,-4,-10,2
COc1ccc2nc(NC(=O)CSC3=NCCS3)sc2c1,-29,-42,-16,-35,-11,-20,-5,-56,-10,-4,-10
CC(C)(C)NC(=O)C1CCN(S(=O)(=O)c2cccc3nsnc23)CC1,-1,7,-3,3,8,-13,1,-2,-8,-4,6
CCN1CCN(S(=O)(=O)c2ccc(C(=O)Nc3sc4c(c3C(N)=O)CCN(CC)C4)cc2)CC1,-12,-22,-1,4,11,-8,5,-9,-10,-2,1
O=C(Nc1ncc(Cc2cccc([N+](=O)[O-])c2)s1)c1ccco1,-25,-30,-17,-36,7,-15,-8,17,-31,-3,0
COc1ccc(Cl)cc1C(=O)Nn1c(-c2cccs2)nc2ccccc2c1=O,12,21,8,-4,33,-10,-1,-4,3,18,6
COc1ccc([N+](=O)[O-])cc1NC(=O)c1ccc(Br)s1,-22,-5,-14,-1,-2,22,2,1,17,-3,5
O=C1[C@@H]2[C@H](C(=O)N1CC(O)COCc1ccccc1)C1C=C[C@H]2C1 (stereo partly specified),10,-22,-8,3,10,-12,-7,1,-13,10,-15
COC(=O)c1c(NC(=O)CSc2nc(-c3ccco3)cc(C(F)(F)F)n2)sc2c1CCCC2,23,10,-10,-13,-5,10,-12,-13,-21,-6,9
COc1ccc(NS(=O)(=O)c2ccc3c(c2)N(C(C)=O)CCO3)c(OC)c1,22,6,4,24,-3,-13,-5,-1,17,-5,-2
CCN(CC)S(=O)(=O)c1ccc(-n2c(=O)c(C(C)C)c(C)n2C)cc1,0,-11,-10,-1,-2,1,-9,5,9,-13,6
COc1ccc2c(c1)C(CC(C)=O)N(c1ccc(-c3cnc(OC)nc3)cc1)C(c1ccsc1)=C2 (stereo unspecified),9,/,/,46,/,-5,6,-13,-4,-2,/
CCCc1c(-c2cccc(Br)c2)ncn1Cc1cccc(-c2ccccc2)c1,/,/,/,/,/,0,-2,-3,11,-2,/
O=C(COC(=O)/C=C/c1cccc(Br)c1)NCc1ccco1,17,-17,-3,8,-5,24,-4,8,-9,-4,-13
O=C(O)CCSc1nnc(COc2ccc([N+](=O)[O-])cc2)n1-c1ccccc1,-4,7,0,-6,8,1,-8,9,26,0,12
O=[N+]([O-])c1cc(C(F)(F)F)ccc1NCCNC(=S)Nc1ccc(Cl)cc1,41,14,4,49,5,0,-21,22,-3,-2,0
Cc1cccc(C)c1NC(=O)CC(NCc1ccco1)C(=O)O (stereo unspecified),23,-22,-4,4,4,5,-2,7,14,-8,-9
Cc1ccc(-n2c(-c3ccccc3)cc(=O)nc2C)cc1,4,6,8,1,-5,4,13,8,1,-8,-3

# Quoted at random: 2 records from the list
SMILES,TWEAK-Fn14 inh,NCOA1 inh,LMP1 NFkB inh,TROY signal inh,SRC3 inh,NR2F2 inh,C8 TRAIL sens,NR5A2 inv ag,NCOA2 inhibitor,NOD2 RIPK2 PPI,TLR9-MyD88 inh
O=[N+]([O-])c1cc(C(F)(F)F)ccc1NCCNC(=S)Nc1ccc(Cl)cc1,41,14,4,49,5,0,-21,22,-3,-2,0
CCCc1c(-c2cccc(Br)c2)ncn1Cc1cccc(-c2ccccc2)c1,/,/,/,/,/,0,-2,-3,11,-2,/

# Further results follow:
SMILES,TWEAK-Fn14 inh,NCOA1 inh,LMP1 NFkB inh,TROY signal inh,SRC3 inh,NR2F2 inh,C8 TRAIL sens,NR5A2 inv ag,NCOA2 inhibitor,NOD2 RIPK2 PPI,TLR9-MyD88 inh
CC(=O)OCC(=O)[C@@]1(O)[C@H](C)C[C@H]2[C@@H]3CCC4=CC(=O)C=C[C@]4(C)[C@@]3(F)[C@@H](O)C[C@@]21C,11,-11,10,20,-55,-15,14,6,-18,-11,-6
Cn1c(=O)c2[nH]c(NCC3CCCO3)nc2n(-c2ccccc2)c1=O (stereo unspecified),-1,-18,-41,-1,-16,4,-7,-20,8,13,14
O=C(Nc1ccccn1)C1CCCN(c2ncnc3c2nc2n3CCCCC2)C1 (stereo unspecified),-9,-5,-7,1,9,19,-20,2,-28,-11,-13
COc1cccc(C(NC(C)=O)c2nc(-c3ccc(OC)nc3)cs2)c1 (stereo unspecified),11,-8,/,4,5,0,6,-3,-8,-7,/
O=C1CSC(=Nc2cc(Cl)ccc2Cl)N1,6,-9,5,7,0,/,-9,-9,/,-7,-2
Cc1ccc2nc(N3CCN(C)CC3)c(C=O)c(=O)n2c1,2,-5,6,8,-16,-18,-1,-23,-6,4,-1
O=C(Cc1ccsc1)NCC(=O)Nc1ccc(F)c(F)c1,-19,-37,5,-12,-1,-2,-14,-3,-23,-24,-2
CC(C)(C)NC(=O)NC(=O)COC(=O)CCCc1c[nH]c2ccccc12,12,-16,-1,-11,2,18,9,-7,22,-3,-4
CC(=O)NC(C)(c1ccccc1)c1nc(-c2csc3ccccc23)cs1 (stereo unspecified),-43,10,/,1,-1,4,6,12,-2,-6,/
CC(Oc1ccc(C(=O)NC2CCCCC2)cc1)C(=O)O (stereo unspecified),12,-40,-2,-1,8,-9,1,-13,-19,2,9
COC(=O)c1[nH]c2ccc(C)cc2c1NS(=O)(=O)c1ccc(F)c(C)c1,-2,4,9,8,-3,10,-10,-3,4,5,3
CCC(NC(=O)c1ccccc1NC(=O)c1ccco1)C(=O)O (stereo unspecified),13,6,5,9,13,1,-11,-4,11,-6,2
CCN(CC)C(=O)N1CCN(S(=O)(=O)c2ccc(C)c(C)c2)CC1,11,-8,-2,11,-8,17,-25,1,-1,5,-8
CC(=O)Oc1ccc2nc(CN3C(=O)c4ccc([N+](=O)[O-])cc4C3=O)oc(=O)c2c1,-2,-13,6,3,4,20,-8,4,29,7,1
c1cncc(-c2nn3c(Cn4cnc5ccccc54)nnc3s2)c1,22,-5,-15,-6,3,10,2,-3,-22,-5,1
O=C(NCCN1CCOCC1)c1cccc(S(=O)(=O)Nc2ccc(F)cc2)c1,4,0,0,-4,-18,-14,-10,-2,-2,-4,-2
Cc1noc(/C=C/c2ccc(-c3ccccc3Cl)o2)c1[N+](=O)[O-],-19,-6,-12,-7,19,/,-4,-16,/,9,-2
Cn1c(=O)c2c(c3ccccc31)OC(C)(C)CC2,30,17,4,3,8,8,-4,3,17,-5,5
Cc1ccc(S(=O)(=O)N(C)c2ccc(OCC(=O)Nc3nc4ccccc4s3)cc2)cc1,70*,-3,10,24,5,39*,31,0,9,-2,7
O=C(O)c1ccc(-c2noc(-c3ccc(F)cc3)n2)cc1,46,-115,-27,-20,-77,-79,9,-118,-44,0,-1
O=C(c1cn[nH]c1)c1cc(F)ccc1O,34,4,-3,14,21,3,-17,0,13,-12,3
CCOC(=O)C1CCCN(c2c(NCCc3ccc(C)cc3)c(=O)c2=O)C1 (stereo unspecified),14,-3,-4,-3,7,-17,-10,7,-33,-5,0
COc1ccccc1NC(=S)NC1CCCCCCCCCCC1,-8,-2,1,23,9,11,15,2,18,-3,0
Cc1ccc(N(C(=O)c2ccc(CN3CCOCC3)o2)C(C(=O)NCCC(C)C)c2cccs2)c(C)c1 (stereo unspecified),-6,-8,5,-16,22,13,1,0,15,-10,-2
COc1cccc(CNC(=O)Cn2c(=O)c3cccn3c3ccccc32)c1,-15,1,2,-16,-2,-7,-6,-7,14,0,-6
CC(=O)c1cccc(NC(=O)CN(Cc2ccccc2)S(C)(=O)=O)c1,18,18,4,-2,14,4,-9,12,15,1,4
Cc1ccc(O)c(-c2[nH]ncc2C(=O)c2ccc(Br)cc2)c1,16,20,1,65*,-10,1,-1,1,28,-10,-8
COc1cccc(Nc2nc(C(N)c3ccccc3Cl)cs2)n1 (stereo unspecified),15,-15,/,22,-17,-3,8,11,5,9,/
O=c1c2cnn(-c3ccccc3)c2ncn1Cc1cccnc1,18,-9,5,3,-2,-4,-9,-19,9,-1,-1
CC(C)[C@H](NC(=O)c1cccc(S(=O)(=O)N2CCCC2)c1)c1nc2ccccc2[nH]1,-22,4,-2,5,17,8,-3,6,16,-3,6
COc1ccc(NC(=O)NC2(C(=O)N3CCCC(C)C3)CCCCC2)cc1 (stereo unspecified),5,16,2,25,9,-3,5,-1,-19,1,-5
CCc1c(O)c(-c2ccccc2)c(=O)n(-c2ccccn2)c1-c1ccccc1,12,14,-7,4,4,19,-7,4,12,-10,1
CC(NS(=O)(=O)c1ccccc1)C1CC2CCC1C2 (stereo unspecified),-22,8,2,-21,22,-13,-4,8,-14,-1,-6
Cc1cccc(NC(=O)C2CCCN(c3ncnc4c3nc3n4CCCCC3)C2)n1 (stereo unspecified),34,0,-5,15,-4,-31,26,10,-2,7,-9
C=C(C)COc1ccc(-c2n[nH]c(C)c2-c2ccc(Br)cc2)c(O)c1,1,-2,-6,12,7,-10,8,4,-7,1,-9
COc1ccc(OC)c(NC(=O)c2oc3c(c2C)C(O)CC(C)(C)C3)c1 (stereo unspecified),-43,13,-1,3,-12,15,-4,3,-8,0,-7
Cn1cccc1-c1nc2ccc(NC(=O)c3cccs3)cc2[nH]1,-7,-27,-11,-21,-22,-27,11,-30,-80,6,-9
Cc1cc(C)nc(NC(=O)CSc2nnnn2-c2ccccc2)n1,2,-19,-4,-19,-33,3,-10,-13,-19,-5,4

# From PubChem

# A portion of the library; the hit share may differ from the screen's.
